# Screens from PubChem.
# PKM2 activator: PKM2 (human) enzyme activation; P14618; purified PKM2, Kinase-Glo ATP luminescence, activation; response scale: 0% is enzyme alone, no compound; Potency, µM (doses to about 57.5 µM), for inactives: at the highest dose activation, actives largely listed as activators; 0.34% of 260,000 active; note: potency is the fitted concentration of half-maximal effect; % is set by controls: 0 for no effect and ±100 for the full control effect; nearly all actives have a fitted effect of over 55% in size
#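 Purified hPK-M2 (>95%) run at intermediate activity with 0.1 mM ADP and 0.5 mM PEP in 50 mM imidazole pH 7.2, KCl, MgCl2; 1 h room temperature. ATP formed read by Kinase-Glo luminescence; normalized to uninhibited and no-enzyme controls.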
# FLuc counter: counter-screen for miR-21 project: firefly luciferase inhibitors or activators; 6.9% of 360,000 active; purified FLuc, Km substrates, luminescence inhibition; Potency, µM (titrated, usually from 57.5 µM), for the others: at the top dose activity change, negative = inhibition, hits mostly inhibitors; AID 588342;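 note: potency is the fitted concentration of half-maximal effect; plate controls were vehicle for no effect and reference inhibitor for full effect; nearly all actives have a fitted effect of over 55% in size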
# Target sequence (P08659 whole entry, looked up): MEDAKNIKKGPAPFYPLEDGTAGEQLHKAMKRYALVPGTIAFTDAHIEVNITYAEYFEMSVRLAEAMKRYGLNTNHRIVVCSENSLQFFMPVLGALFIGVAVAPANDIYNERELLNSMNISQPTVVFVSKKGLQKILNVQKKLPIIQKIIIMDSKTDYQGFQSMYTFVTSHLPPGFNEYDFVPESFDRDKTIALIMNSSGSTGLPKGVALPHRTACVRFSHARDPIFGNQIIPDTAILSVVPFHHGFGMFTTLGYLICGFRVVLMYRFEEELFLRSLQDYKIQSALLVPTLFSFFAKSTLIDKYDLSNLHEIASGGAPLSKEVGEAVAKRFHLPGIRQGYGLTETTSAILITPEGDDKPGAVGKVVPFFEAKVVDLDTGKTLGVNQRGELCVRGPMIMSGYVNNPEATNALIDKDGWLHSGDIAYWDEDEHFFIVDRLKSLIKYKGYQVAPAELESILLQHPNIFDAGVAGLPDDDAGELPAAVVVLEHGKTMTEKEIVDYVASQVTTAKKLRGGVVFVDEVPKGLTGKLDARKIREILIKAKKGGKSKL
#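 Purified P. pyralis luciferase (10nM final) with 10uM D-luciferin and 10uM ATP (Km levels) in 50mM Tris acetate pH 7.5, 10mM Mg acetate, 0.01% Tween-20, 0.05% BSA; qHTS 6-point titration, ~60 µM downward; luminescence read.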
# VP16 counter: inhibits Gal4-VP16 luciferase reporter, ROR gamma counter-screen; 3.5% of 310,000 active; Drosophila S2 Gal4-VP16 UAS-luciferase, luminescence, 20 h; AID 2546; Potency, µM (series often up to 53.6 µM), for the others: top-dose activity, negative = inhibition, actives largely listed as inhibitors;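 note: Gal4-VP16 expression switched on by copper sulfate through the metallothionein promoter; potency is the fitted concentration of half-maximal effect; % is set by controls: 0 for no effect and ±100 for the full control effect; nearly all actives have a fitted effect of over 50% in size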
# Giardia killer: kills Giardia lamblia; activity change, % at 7.66 µM, hits read low; Giardia lamblia trophozoite viability; 0.15% of 340,000 active; in the data active = activity change below about -80%; inconclusive = between about -30% and that limit;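 note: parasites exposed to compound for two days anaerobically before the ATP read; % is set by controls: 0 for no effect and ±100 for the full control effect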
#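 Compounds were tested on trophozoites seeded at 100 cells/well and held 48 hrs at 37 deg C anaerobically. An ATP-based luminescent kit measured the remaining live cells.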
# Menin-MLL TR inh: menin-MLL binding inhibition, Texas Red mutant peptide; O00255; Menin + Texas Red MLL mutant peptide, fluorescence polarization; Potency, µM (series often up to 61.6 µM), inactives show at the top dose FP activity change, negative = inhibition, hits mostly inhibitors; 0.23% of 270,000 active; active = well fitted inhibition curve with a large enough effect in the polarisation, with a control signal flat, not every such curve was filed as active; inconclusive = small, poorly fitted or top-dose-only effect, or effect the other way, or a change in a side signal; inactive = no such curve, though single readings can be large or run the other way; the % refers to the polarisation; note: potency is the fitted concentration of half-maximal effect; % of control where 0% means no effect; many of its hits are not listed in these tables
# ELG1 genotox: inducers of genotoxicity in HEK293T ELG1-luciferase cells; HEK293T ELG1-luciferase reporter, luminescence, 16 h; Potency, µM (series often up to 46 µM), for the others: at the top dose activity change, positive = activation, usual class: activators; 1.3% of 330,000 active; AID 504466; note: potency is the fitted concentration of half-maximal effect; % of control where 0% means no effect; nearly all actives have a fitted effect of over 60% in size
#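 Genotoxicity was scored as increased ELG1-luciferase reporter signal, measured by ONE-Glo luminescence (30 min, room temperature). Compound or vehicle exposure of the HEK293T reporter cells lasted 16 hr at 37°C.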
# RORgamma inh: inhibitors of mouse ROR gamma transcriptional activity; Drosophila S2 Gal4-RORgamma UAS-luciferase reporter, 20 h; Potency, µM (highest dose often 53.6 µM), for inactives: top-dose activity change, negative = inhibition, actives largely listed as inhibitors; 5.4% of 310,000 active; AID 2551; note: potency is the fitted concentration of half-maximal effect; % is set by controls: 0 for no effect and ±100 for the full control effect; nearly all actives have a fitted effect of over 60% in size
# Target sequence (P51450 whole entry, looked up, the tested form may be a part): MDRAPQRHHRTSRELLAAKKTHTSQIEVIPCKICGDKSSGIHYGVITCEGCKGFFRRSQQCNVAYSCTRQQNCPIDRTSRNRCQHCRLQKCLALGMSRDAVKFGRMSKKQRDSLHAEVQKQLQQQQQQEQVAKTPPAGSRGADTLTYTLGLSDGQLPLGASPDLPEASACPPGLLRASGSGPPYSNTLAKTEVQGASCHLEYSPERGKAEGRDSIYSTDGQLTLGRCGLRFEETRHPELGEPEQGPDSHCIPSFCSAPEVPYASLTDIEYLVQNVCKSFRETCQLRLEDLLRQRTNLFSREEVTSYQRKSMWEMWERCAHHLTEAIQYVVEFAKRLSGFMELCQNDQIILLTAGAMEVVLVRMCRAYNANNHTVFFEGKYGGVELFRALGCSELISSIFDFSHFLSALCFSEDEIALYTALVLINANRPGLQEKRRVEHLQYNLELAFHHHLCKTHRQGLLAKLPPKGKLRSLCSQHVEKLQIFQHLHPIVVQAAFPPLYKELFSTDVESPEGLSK
#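 Drosophila Schneider cells stably carrying a metallothionein-driven Gal4 DBD–ROR gamma fusion and a UAS-Photinus luciferase reporter were exposed to compound for 1 hr, then induced with copper sulfate (700 uM final) for 20 hr at ambient temperature before luminescence reading.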
# NPC1 promoter act: NPC1 promoter activation. Huh7 NPC1 promoter luciferase reporter, 24 h. Potency, µM (doses to about 9.22 µM), inactives show at the top dose activation, most hits filed as activators. 2.4% of 320,000 active. AID 485313;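 note: potency is the fitted concentration of half-maximal effect; % of control where 0% means no effect; nearly all actives have a fitted effect of over 60% in size; reporter is driven by a mutant NPC1 promoter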
#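 Luciferase expression driven by the NPC1 promoter was measured in stably transfected Huh7 cells after a 24 h compound incubation, using a luciferase reagent and a luminescence read.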
# p53 reactivation: re-activators of mutant p53 | H1299 p53-A138V BP100-luciferase reporter, luminescence, 24 h | Potency, µM (top dose mostly 92.2 µM), for the others: at the highest dose activity change, positive = activation, most hits filed as activators | 0.063% of 320,000 active | AID 504706; note: potency is the fitted concentration of half-maximal effect; % of control where 0% means no effect; nearly all actives have a fitted effect of over 45% in size
#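 H1299 (p53-null), stable ts p53-A138V + BP100-Luc; 1000 cells/well, Opti-MEM/10% FBS; cpd 4 pt, 1:5; 24 h, 37 deg C, 5% CO2; detection reagent 10 min RT; luminescence.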
# Rab9 prom act: Rab9 promoter activation; Potency, µM (doses to about 9.22 µM), inactives show at the top dose activation, negative = inhibition, usual class: activators; Huh7 Rab9 promoter-luciferase reporter, luminescence, 24 h; 2.8% of 320,000 active; note: potency is the fitted concentration of half-maximal effect; % of control where 0% means no effect; nearly all actives have a fitted effect of over 60% in size
#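 Measured in stably transfected Huh7 cells bearing a Rab9 promoter–luciferase construct: 24 h compound treatment at 37 °C, followed by luminescence detection.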
# BRCA1 expr act: BRCA1 expression activation; MCF7-BRCA1-FFLuc reporter, luminescence, 48 h; response scale: scaled: vehicle 0%, 10 µM genistein 100%; Potency, µM (doses to about 46.1 µM), for the others: top-dose activation, hits mostly activators; 1.1% of 380,000 active; note: potency is the fitted concentration of half-maximal effect; nearly all actives have a fitted effect of over 80% in size; some results filed as inactive show a strong effect at the top dose
#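 Luminescence from a BRCA1-driven firefly luciferase in MCF7 cells was the read-out, taken 15 min after substrate addition following 48 h compound exposure at 37 °C. Data were normalized to a 10 microM genistein control and DMSO vehicle.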
# * hit, by the source's call; ? = inconclusive; / = no result given; [ ] = another dose, or the depositor's remark. Unless noted, calls come from the whole dose curve; as a rule, active = well fitted curve in the direction sought with a large enough effect; inconclusive = small, poorly fitted or top-dose-only effect, or another doubt; inactive = no such curve, though single readings can be large; an effect the other way counts as inactive or inconclusive.
SMILES,PKM2 activator,FLuc counter,VP16 counter,Giardia killer,Menin-MLL TR inh,ELG1 genotox,RORgamma inh,NPC1 promoter act,p53 reactivation,Rab9 prom act,BRCA1 expr act
CC1(C)Cc2c(c(-c3ccco3)nc3n[nH]c(N)c23)CO1,8.5%,0.4%,-2.5%,32.0[activator],-1.8%,1.9%,4.9%,0.9%,10.2%,1.2%,-12.6%
Cn1c(SCc2nc(-c3ccc(Cl)cc3)no2)nnc1-c1cccs1,-2.9%,-12.5%,5.1%,43.7[activator],-5.0%,-5.6%,2.7%,1.8%,4.9%,-4.6%,-21.9%
COc1ccc(C(=O)Nc2ccccc2C(=O)NCc2ccco2)cc1OC,0.4%,-14.1%,-5.4%,12.1,6.1%,-5.3%,32.6%,0.9%,-4.6%,9.3%,-44.2%
COc1cccc(NC(=S)NNC(=O)C(C)n2nc(C)c([N+](=O)[O-])c2C)c1 (stereo not drawn),3.1%,-1.9%,-17.6%,-5.9,?,-0.6%,?,0.8%,7.4%,-3.2%,9.2%
CCS(=O)(=O)N1CCCC(C(=O)NCCc2ccc(C)cc2)C1 (stereo not drawn),-1.3%,2.1%,4.7%,-1.6,-0.3%,0.3%,14.5%,-1.9%,-3.0%,-2.7%,-2.2%
O=C(O)Cc1sc(Nc2ccccc2)nc1-c1ccc(Cl)cc1,1.9%,?,?,-2.5,?,?,38.4%,-12.9%,11.0%,-0.5%,?
CCOC(=O)[C@H]1[C@H]2COc3ccc(OC)cc3[C@@H]2N2C(=O)[C@H](C)NC(=O)[C@@]12C,/,-0.6%,/,-14.4,/,4.7%,/,1.1%,-0.6%,1.2%,2.1%
Cc1ccc(C(=O)Nc2ccc(S(=O)(=O)N3CCCC3)cc2)cc1,1.2%,?,3.0%,-7.2,34.7%[activator],3.2%,41.5%,0.5%,1.1%,12.9%,63.1%
O=C(Nc1cnccn1)Nc1ccccc1Cl,0.2%,-1.7%,3.7%,-7.8,0.2%,5.0%,21.1%,-0.1%,0.0%,0.1%,54.0%
CC1CCCN(c2ccc(C(=O)Nc3nnc(C4CC4)s3)cc2[N+](=O)[O-])C1 (stereo not drawn),8.1%,-0.6%,?,-14.4,8.1%,-3.0%,12.6µM*,-1.8%,-8.8%,-5.5%,-1.0%
Cc1cc(C)cc(C(=O)/C=C2\NC(=O)CS2)c1,-9.3%,-18.5%,5.62µM*,10.2,-9.6%,-1.3%,3.98µM*,6.5%,-6.6%,5.4%,10.2%
CN(CC(O)CN)CC(O)CN1CCCCC1 (stereo not drawn),-6.3%,1.7%,5.6%,-0.5,0.0%,-1.1%,0.5%,-0.3%,-0.7%,1.5%,-6.6%
Cc1ccc(S(=O)(=O)NCCC(=O)N2CCCC(C)C2)cc1 (stereo not drawn),/,-1.7%,/,9.4,/,-3.9%,/,-0.3%,-3.5%,3.6%,-8.1%
CC(NC(=O)C(C(=O)c1cccc([N+](=O)[O-])c1)n1cc(Cl)ccc1=O)c1ccccc1 (stereo not drawn),-0.9%,5.2%,6.1%,-17.9,4.5%,-3.0%,11.8%,2.1%,-5.2%,-4.2%,-6.3%
Cc1cccc(NC(=S)NCCc2ccccn2)c1,10.9%,-2.9%,?,3.7,/,3.1%,?,2.0%,1.3%,2.8%,16.5%
COc1ccc(N(CC(=O)NC2CC3CCC2C3)S(=O)(=O)c2ccc(C)c([N+](=O)[O-])c2)cc1 (stereo not drawn),5.6%,0.1%,14.7%,15.1,2.0%,0.0%,-21.3%,-3.1%,17.6%,-0.4%,-45.2%
COc1ccc(C(CCNCc2ccc(N(C)C)cc2)c2ccccc2OC)cc1 (stereo not drawn),/,2.3%,-24.0%,1.5,?,-3.3%,-4.1%,-4.4%,8.1%,-13.8%,-106.6%[inhibitor]
CCCc1cc(=O)oc2cc3oc(C)c(C)c3cc12,-8.0%,5.6%,-12.0%,-13.8,3.6%,-5.5%,-21.7%,-1.9%,6.0%,1.5%,-32.1%
Cc1ccc2nc(-c3ccc(O)cc3)oc2c1,-12.4%,0.953µM*,7.08µM*,?,18.0%,?,2.51µM*,2.51µM*,/,?,46.5%
Cn1cncc1C#Cc1ccc2cc(CCCO)oc(=O)c2c1,/,?,/,-8.5,/,5.3%,/,1.4%,8.9%,0.5%,16.3%
CCOC(=O)c1c(NC(=O)CSc2n[nH]c(CNc3ccccc3)n2)sc(C)c1C,-13.8%,1.1%,0.7%,-0.6,7.6%,3.0%,18.9%,-4.0%,-12.4%,0.5%,-29.5%
Cc1ccc(N2C(=O)c3ccc(C(=O)O)cc3C2=O)c(C)c1,0.3%,-3.0%,-6.5%,5.1,-0.1%,-1.1%,?,1.4%,-0.6%,-3.5%,-3.5%
COc1cc(-c2noc(-c3ccccc3C(=O)NCc3ccco3)n2)cc(OC)c1OC,14.5%,-2.2%,5.8%,5.2,-16.5%,-19.8%,34.7%,0.2%,-13.2%,-4.6%,-28.5%
O=C(O)[C@@H]1C[C@@H](C(=O)O)N1,/,/,4.7%,/,5.8%,/,11.8%,6.1%[46.1 µM],/,?,/
COC(C/C=C/C(=O)COCc1ccccc1)OC,-1.0%,?,?,16.1,/,3.1%,?,-4.3%,-14.2%,12.2%,-17.4%

# The list goes on.
SMILES,PKM2 activator,FLuc counter,VP16 counter,Giardia killer,Menin-MLL TR inh,ELG1 genotox,RORgamma inh,NPC1 promoter act,p53 reactivation,Rab9 prom act,BRCA1 expr act
CCCCN(C)CCNC(=O)CCn1nc(-c2ccc(Cl)cc2)ccc1=O,/,0.9%,3.4%,-17.3,-9.5%,2.0%,11.5%,-0.5%,-3.2%,-2.0%,-6.0%
COc1ccc(N2C(=O)CSC2c2cccc(F)c2)cc1 (stereo not drawn),/,-4.3%,-5.0%,6.0,-29.9%,-0.1%,8.8%,4.7%,-0.3%,-5.0%,21.0%
CCOC(=O)c1sc2nc(SC)nc(-c3ccc(Cl)cc3)c2c1N,-2.4%,1.7%,-3.6%,12.6,-16.1%,1.1%,5.0%,-6.5%,2.9%,-2.9%,-20.1%
Cc1ccc(-c2csc(=S)n2CC(=O)OCC(=O)NC(C)C(C)C)cc1 (stereo not drawn),0.3%,2.8%,-25.9%,12.2,-15.9%,-1.9%,-9.9%,0.6%,-4.2%,3.0%,-33.3%
O=C(CN(c1cccc(C(F)(F)F)c1)S(=O)(=O)c1ccccc1)N1CCOCC1,-1.7%,2.0%,7.3%,5.2,-4.3%,1.4%,-6.0%,-1.0%,-1.7%,-6.2%,2.3%
c1ccc(CCNc2ccc3nncn3n2)cc1,-21.1%,-0.2%,-9.8%,3.9,-0.8%,-0.1%,-12.5%,3.2%,-5.9%,-10.4%,-4.4%
O=C(Cn1nnc(-c2ccccc2Cl)n1)N1CCN(S(=O)(=O)c2ccc(Cl)cc2)CC1,7.94µM*,4.7%,-3.5%,14.4,-0.5%,0.4%,41.9%,-4.2%,-12.4%,10.1%,-21.4%
O=C(NC(=O)c1ccccc1)NC(=O)c1ccccc1,2.5%,1.2%,0.3%,-3.2,11.8%,0.6%,-17.4%,1.7%,-2.8%,-0.7%,-13.0%
O=C(CN1CCCCCC1)Nc1ccc(Br)cc1Br,-3.1%,16.9µM*,0.1%,-21.4,?,?,-0.6%,?,?,22.2%,5.62µM*
CCCCNC(=O)Cc1cc(=O)[nH]c(=O)[nH]1,-0.9%,-0.2%,-5.7%,-9.1,8.6%,-0.2%,1.3%,1.5%,5.3%,-2.0%,2.6%
CN1CCN(CC(O)COCc2ccc3c(c2)OCO3)CC1 (stereo not drawn),0.5%,-0.6%,-2.9%,15.6,6.6%,0.3%,-34.5%,-1.6%,1.2%,2.8%,23.2%
CCn1c(CSc2nnc(-c3cccnc3)n2-c2ccccc2C)nc2cc(C(=O)O)ccc21,3.2%,-5.8%,/,/,?,-0.3%,18.3%[0.365 µM],1.2%,2.7%,-1.8%,/
CCC/C(=C1/c2ccccc2C(=O)N1c1ccccc1)c1ccc2c(c1)OCO2,/,-1.8%,/,3.4,/,2.1%,/,-0.6%,-1.3%,-7.0%,0.0%
COc1ccc(NC(=O)N2CCc3ccccc3C2)c(OC)c1,-0.4%,?,-1.1%,4.1,-4.5%,13.0%,3.4%,14.4%,11.1%,13.8%,13.1%
COc1ccc(C(=O)OCC(=O)Nc2ccc(OC(F)F)cc2)c(OC)c1,-0.9%,-3.1%,-8.8%,8.3,/,1.5%,23.1%,0.9%,-3.2%,0.7%,1.4%

# The list is partial; rates above refer to the full screens.
